From PubChem
H37Rv inhibition – M. tuberculosis growth inhibition, HTS (AID 449762); 0.59% of 330,000 active; M. tuberculosis H37Rv growth inhibition, 7H9 media; higher % means a stronger effect; inhibition, % at 25 µM; hits with a dose series show IC50 in µM; in the data active = a potency from the dose series; inconclusive = inhibition above about 70% without an active follow-up result;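 note: bacterial growth assessed after seven days of incubation; strong numbers were not always called active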
PhoP GFP inhibition – PhoP regulon inhibitors, Salmonella typhi PhoP promoter GFP reporter, confirmatory (AID 1850) | inhibition, % at 50 µM; hits with a dose series show IC50 in µM | Salmonella Typhi PhoP-promoter GFP reporter, fluorescence, 4 h; higher % means a stronger effect | 0.33% of 310,000 active; in the data active = a potency from the dose series; inconclusive = inhibition mostly from about 25% at the one dose, without a potency; inactive = the rest, 99 in 100 with inhibition below about 19%;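 note: 0% = induced wells with vehicle and 100% = uninduced wells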
tuberculosis growth – growth inhibition of non-replicating M. tuberculosis (AID 488890); inhibition, % at 25 µM, or IC50 in µM where a hit was titrated; Mycobacterium tuberculosis non-replicating, growth inhibition; higher % means a stronger effect; 0.39% of 320,000 active; in the data active = a potency from the dose series; inconclusive = inhibition mostly from about 82% at the one dose, without a potency; inactive = the rest, 99 in 100 with inhibition below about 76%;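 note: plate controls were DMSO cells for no effect and high antibiotic wells for full effect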
H1N1 NS1A inhibition – NS1A inhibition, H1N1 influenza, cell based functional assay (AID 504329). one-dose inhibition, % at 12.5 µM; IC50 in µM for titrated hits. NS1A functional cell-based assay, percent inhibition; higher % means a stronger effect. 0.3% of 340,000 active; in the data active = a potency from the dose series; inconclusive = inhibition above about 27% without an active follow-up result; note: strong numbers were not always called active
inhibitors of VEEV – inhibitors of VEEV TC-83 cytopathic effect, confirmation, Vero cells (AID 588727). Vero cells, VEEV TC-83 cytopathic effect inhibition; higher % means a stronger effect. inhibition, % at 20 µM, or IC50 in µM where a hit was titrated. 0.13% of 350,000 active; in the data active = a potency from the dose series; inconclusive = inhibition mostly from about 14% at the one dose, without a potency; inactive = the rest, 99 in 100 with inhibition below about 12%; note: strong numbers were not always called active
inhibitors of VEEV 10K pilot screen – second read-out of inhibitors of VEEV, no call of its own (marks repeat the call); inhibition, %; measured here: 10K pilot screen inhibition
An asterisk follows results filed as active; i = inactive; ? = inconclusive; nt = no result given.

A first look:
SMILES	H37Rv inhibition	PhoP GFP inhibition	tuberculosis growth	H1N1 NS1A inhibition	inhibitors of VEEV	others
Cc1coc2cc3oc(=O)c4c(c3cc12)CCCC4	-3%	-14%	3%	3%	1.2%
NS(=O)(=O)c1cccc(NC(=O)COC(=O)COc2ccc3ccccc3c2)c1	8%	-12%	7%	0%	0.3%
S=C(N/N=C/c1ccccc1Cl)Nc1ccccc1	6%	-5%	-20%	6%	1.3%
C/C=C(\C)C(=O)O[C@@H]([C@H](O)c1cc2ccc(=O)oc2cc1OC)C(C)(C)O	-13%	nt	-8%	-18%	1.9%
CCn1cc(C(C)NC(=O)Nc2ccccc2C(=O)OC)c(C)n1 (stereo not drawn)	-8%	5%	-5%	5%	0.7%
c1cnc(SCCOc2cccc3ccccc23)nc1	0%	-3%	11%	2%	3.4%
CC(C)CC(=O)N/C(N)=N/c1nc2ccccc2o1	3%	7%	10%	6%	i
CC(OC(=O)C1CCN(c2ccc(C(F)(F)F)cn2)CC1)C(=O)NC1CCCCC1C (stereo not drawn)	-11%	nt	-10%	-3%	0.5%
O=C1Nc2ccc(Br)cc2C1(O)Cc1ccncc1 (stereo not drawn)	-1%	1%	6%	-7%	2.3%
CC(=NNC(=S)N1CC2CCC(CC2)C1)c1ccncn1	nt	nt	nt	4µM*	i
Cc1cc(C(=O)Nc2sc3c(c2C#N)CCC3)no1	-2%	-12%	0%	4%	4.0%	inhibitors of VEEV 10K pilot screen=4.6
O=C(COC(=O)c1ccc(S(=O)(=O)NCc2ccco2)cc1)NC1CCCCCC1	-10%	13%	-12%	5%	3.5%
OC(COCC1COc2ccccc2O1)CN1CCN(c2ccccc2F)CC1 (stereo not drawn)	6%	-2%	28%	6%	1.1%
CCOC(=O)C1=C(C)N(c2ccc(OC)cc2)C(=O)/C1=C\c1ccc(O)c(OCC)c1	-6%	-1%	26%	3%	7.6%
CC(C)(C)c1ccc(OCc2nc(-c3ccccn3)no2)c(Br)c1	22%	5%	20%	7%	3.1%
CCCn1c(C)nc2c(c1=O)c1nc3ccccc3nc1n2CCC1=CCCCC1	-4%	-10%	55%	2%	6.9%	inhibitors of VEEV 10K pilot screen=6.8

Main list, previewed entries included:
SMILES	H37Rv inhibition	PhoP GFP inhibition	tuberculosis growth	H1N1 NS1A inhibition	inhibitors of VEEV	others
Cc1coc2cc3oc(=O)c4c(c3cc12)CCCC4	-3%	-14%	3%	3%	1.2%
NS(=O)(=O)c1cccc(NC(=O)COC(=O)COc2ccc3ccccc3c2)c1	8%	-12%	7%	0%	0.3%
S=C(N/N=C/c1ccccc1Cl)Nc1ccccc1	6%	-5%	-20%	6%	1.3%
C/C=C(\C)C(=O)O[C@@H]([C@H](O)c1cc2ccc(=O)oc2cc1OC)C(C)(C)O	-13%	nt	-8%	-18%	1.9%
CCn1cc(C(C)NC(=O)Nc2ccccc2C(=O)OC)c(C)n1 (stereo not drawn)	-8%	5%	-5%	5%	0.7%
c1cnc(SCCOc2cccc3ccccc23)nc1	0%	-3%	11%	2%	3.4%
CC(C)CC(=O)N/C(N)=N/c1nc2ccccc2o1	3%	7%	10%	6%	i
CC(OC(=O)C1CCN(c2ccc(C(F)(F)F)cn2)CC1)C(=O)NC1CCCCC1C (stereo not drawn)	-11%	nt	-10%	-3%	0.5%
O=C1Nc2ccc(Br)cc2C1(O)Cc1ccncc1 (stereo not drawn)	-1%	1%	6%	-7%	2.3%
CC(=NNC(=S)N1CC2CCC(CC2)C1)c1ccncn1	nt	nt	nt	4µM*	i
Cc1cc(C(=O)Nc2sc3c(c2C#N)CCC3)no1	-2%	-12%	0%	4%	4.0%	inhibitors of VEEV 10K pilot screen=4.6
O=C(COC(=O)c1ccc(S(=O)(=O)NCc2ccco2)cc1)NC1CCCCCC1	-10%	13%	-12%	5%	3.5%
OC(COCC1COc2ccccc2O1)CN1CCN(c2ccccc2F)CC1 (stereo not drawn)	6%	-2%	28%	6%	1.1%
CCOC(=O)C1=C(C)N(c2ccc(OC)cc2)C(=O)/C1=C\c1ccc(O)c(OCC)c1	-6%	-1%	26%	3%	7.6%
CC(C)(C)c1ccc(OCc2nc(-c3ccccn3)no2)c(Br)c1	22%	5%	20%	7%	3.1%
CCCn1c(C)nc2c(c1=O)c1nc3ccccc3nc1n2CCC1=CCCCC1	-4%	-10%	55%	2%	6.9%	inhibitors of VEEV 10K pilot screen=6.8
CC(C)NC(=O)CC(=O)N/N=C/c1cccs1	-3%	-9%	1%	-2%	0.1%
COC(=O)C(NC(=O)c1ccccc1)(Nc1nccs1)C(F)(F)F (stereo not drawn)	-4%	3%	-7%	-20%	i
CNc1nc(N)c([N+](=O)[O-])c(NCC2CCCO2)n1 (stereo not drawn)	-1%	9%	-12%	-6%	1.1%
CNS(=O)(=O)c1cccc(C(=O)OCC(=O)N2c3ccccc3CC2C)c1 (stereo not drawn)	4%	8%	-2%	18%	1.3%
Cc1ccc(CS(=O)(=O)CCC(=O)NCCN2CCCC2)cc1	-4%	4%	5%	-5%	i
O=C1C=C(c2ccc(Oc3ccccc3)cc2)C[C@@H](c2ccc3c(c2)OCO3)C1	34%	nt	18%	-5%	i
COC(=O)c1cc2occc2n1CC(=O)N(C)C1CCCCC1	6%	-2%	-6%	2%	i
Cc1ccnc(N2CCC(C(=O)NCc3ccccc3F)CC2)n1	-2%	-7%	-6%	2%	i

Overlap with the part before: 2 entries, followed by the next part.
SMILES	H37Rv inhibition	PhoP GFP inhibition	tuberculosis growth	H1N1 NS1A inhibition	inhibitors of VEEV	others
COC(=O)c1cc2occc2n1CC(=O)N(C)C1CCCCC1	6%	-2%	-6%	2%	i
Cc1ccnc(N2CCC(C(=O)NCc3ccccc3F)CC2)n1	-2%	-7%	-6%	2%	i
CSc1nc2ccc(NC(=O)C3CC(=O)N(Cc4ccccc4)C3)cc2s1 (stereo not drawn)	-8%	23%	i	8%	2.1%
O=C(c1ccc(F)cc1)N1CCN(S(=O)(=O)c2ccc(Br)cc2)CC1	10%	5%	16%	6%	0.7%
C#CCOCCOCCOCCNc1nc(N2CCN(C(=O)[C@H]([C@@H](C)O)n3cc(CCCCN)nn3)CC2)nc(N2CCN(C(=O)[C@H](C)n3cc(CCCN=C(N)N)nn3)CC2)n1	0%	4%	30%	1%	0.8%
COc1ccc(NC(=O)CSc2ccc3nnc(CCNC(=O)c4ccccc4)n3n2)cc1OC	-2%	3%	-6%	14%	1.2%
O=C(NC1=NCCS1)c1cc(-c2cccnc2)nc2ccccc12	-1%	10%	2%	3%	10%
Cn1c(=O)c2sc3c(c2n(CC(=O)Nc2ccccc2)c1=O)COC(C)(C)C3	6%	-3%	44%	-10%	1.0%
COc1ccc(C(=O)Nc2ccc(S(=O)(=O)NC(C)=O)cc2)cc1[N+](=O)[O-]	-2%	4%	4%	4%	i	inhibitors of VEEV 10K pilot screen=0.2
CC(=O)c1ccc(N2CCN(C(=O)c3cc4c(s3)CCCC4)CC2)cc1	6%	-7%	71%	5%	1.2%
NC(=O)c1ccccc1N=Cc1cccnc1	3%	1%	1%	-22%	0.2%
Cc1cc(C)n(CCC(=O)N2CCCC(Nc3ccc(F)cc3)C2)n1 (stereo not drawn)	-8%	-7%	-5%	-7%	0.9%
O=C(NCCN1CCOCC1)C12CC3CC(C1)CC(c1ccccc1)(C3)C2	-4%	11%	0%	4%	0.4%
COC(=O)COc1cccc(NS(=O)(=O)c2ccc(NC(C)=O)cc2)c1	-4%	-6%	0%	-6%	0.8%
CC1=C(C(=O)OCC2CCCCC2)C(c2ccc(O)cc2)NC(=O)N1 (stereo not drawn)	1%	-14%	8%	8%	1.9%
CCCN(CC1CC1)C(=O)Nc1ccccc1C	1%	9%	6%	-5%	0.3%
CC(NC(=O)C12CC3CC(CC(C3)C1)C2)C(=O)NN=Cc1ccc([N+](=O)[O-])o1 (stereo not drawn)	?	nt	76%	-4%	1.3%
CCCOC(=O)/C(C(N)=NCc1ccccc1)=C(\O)OCCC	5%	-1%	30%	-3%	2.2%
CN1CCN(C(=O)COc2ccc3ccccc3c2)CC1	4%	6%	15%	2%	i
COCCNCC(=O)Nc1ccc(OC(F)(F)F)cc1	1%	-7%	39%	-7%	i
CCOC(=O)C1CCN(C(=O)CNC(=O)OC(C)(C)C)CC1	-4%	-8%	-7%	-6%	0.8%
COc1ccc(NC(=O)Nc2ccccc2F)cc1Cl	-7%	-6%	4%	-13%	0.6%
Cc1ccc(S(=O)(=O)NCC(=O)NCC(=O)N2CCC(C)CC2)cc1	7%	-7%	9%	-2%	i
CC12CCC(C(N)=O)(c3nc4ccccc4nc31)C2(C)C (stereo not drawn)	2%	1%	-1%	-1%	1.8%
Cc1ccc(-n2c(SCC(=O)N3c4ccccc4Sc4ccccc43)nnc2-c2ccncc2)cc1	-6%	10%	-8%	-7%	0.9%
O=C(CN1CCN(C(=O)CNC(=O)c2ccc(N3CCCC3=O)cc2)CC1)Nc1ccccc1Cl	4%	nt	-2%	4%	i
O=C(COc1ccc(Cl)cc1Br)Nc1ccccc1N1CCCC1	22%	5%	64%	-1%	4.9%
O=C(COc1ccc(Cl)cc1)NCc1nnc(SCC(=O)c2ccccc2)o1	6%	7%	41%	1%	0.2%
O=C(Nc1ccon1)c1ccc(S(=O)(=O)N2CCOCC2)cc1	-9%	-8%	-14%	4%	2.1%
COc1ccc(S(=O)(=O)N(C)CC(=O)NC2CC2)cc1OC	3%	-4%	1%	-14%	2.5%
O=C(CN1C(=O)NC2(CCCC2)C1=O)OCc1c(F)cccc1Cl	-4%	12%	-2%	-3%	4.3%
Cc1ccccc1-n1c(=O)c2ccccc2n(CC(=O)NCc2ccco2)c1=O	8%	12%	3%	-10%	2.9%
O=C(O)c1ccc2nc(-c3ccco3)c(-c3ccco3)nc2c1	nt	nt	nt	3%	1.4%
CSc1ccc(C(=O)C2CCCN(S(=O)(=O)c3c(C)noc3C)C2)cc1 (stereo not drawn)	0%	2%	8%	-3%	1.6%
COCCN1CCn2c(nc3cc(NS(C)(=O)=O)ccc32)C1	-2%	2%	-6%	-15%	0.5%
COc1cccc2cc(C(C)N(CCCN3CCOCC3)C(=S)Nc3c(C)cccc3C)oc12 (stereo not drawn)	3%	6%	6%	5%	1.1%
O=C(Nc1cc(Cl)ccc1N1CCOCC1)c1ccc(N2CCCCC2)c([N+](=O)[O-])c1	6%	2%	2%	2%	i
CCSc1cc(C)nc2c(-c3ccccc3)c(C)nn12	3%	2%	11%	18%	0.4%
C=CCNc1sc(C(=O)c2ccccc2)c(N)c1-c1nc2ccccc2s1	?	-2%	16%	28%	4.9%
Cc1ccc(C(=O)O)cc1NC(=O)C1CCN(S(=O)(=O)c2ccc3c(c2)OCCO3)CC1	-7%	nt	-2%	-5%	i
CN(C)CCCn1cnc2c(c1=N)C(c1ccccc1)c1ccc3ccccc3c1O2 (stereo not drawn)	?	-10%	66%	3%	i
CCC1CCC(N2CCN(c3ccc([N+](=O)[O-])cc3)CC2)CC1 (stereo not drawn)	4%	16%	21%	6%	3.2%
CC(OC(=O)Cn1c(C(F)(F)F)nc2ccccc21)C(N)=O (stereo not drawn)	-6%	5%	-1%	-6%	1.1%
O=C(Nc1cccc2ccccc12)/C(Cl)=C/c1ccccc1	?	4%	?	-3%	5.3%
CCCCN1C(=O)C(=O)N(CC(=O)c2ccc3c(c2)OCO3)C1=O	-4%	-4%	12%	-4%	2.2%
Cc1cc(C)cc(NC(=O)Nc2cccc(S(N)(=O)=O)c2)c1	9%	6%	-6%	nt	3.3%
Cc1ccc(S(=O)(=O)N2CCN(C(=O)N(C)C)CC2)cc1	-6%	-3%	12%	0%	0.3%
O=C(CSc1ccc(Cl)cc1)N1CCC(c2nc3ccccc3s2)CC1	86µM*	-3%	71%	-4%	5.1%
CCCCN(C1CCS(=O)(=O)C1)S(=O)(=O)c1ccc(OC)cc1 (stereo not drawn)	-4%	-2%	-7%	-10%	1.8%
N#CC1(Nc2cccc(Br)c2)C(=O)Nc2ccccc21 (stereo not drawn)	3%	-3%	-2%	-17%	0.6%
O=C(CSc1nnc(CNC(=O)c2cccs2)o1)Nc1cccc(F)c1	8%	-29%	3%	-1%	1.6%
COc1ccc(OCCSc2nnc3c(Cl)cc(Cl)cn23)cc1	3%	0%	-1%	0%	8.1%
Cc1cc(Cl)cc2sc(NC(=O)c3ccco3)nc12	-6%	10%	1%	7%	0.8%
CC(=O)NCCc1ccc(C(=O)COC(=O)c2ccco2)cc1	0%	nt	-6%	3%	i
O=C(Cn1nnc(-c2cccs2)n1)N1c2ccccc2Sc2ccc(C(F)(F)F)cc21	2%	5%	-6%	10%	3.2%
